Compound activity as filed in PubChem BioAssay.
Mtb BioA inh: blocks M. tuberculosis BioA enzyme activity | purified M. tuberculosis BioA enzyme, plate reader | inhibition, % at 9.99 µM | 360,000 compounds, 0.096% hits; in the data active = inhibition above about 40%
VHR inh abs: blocks human VHR1 dual specificity phosphatase; P51452; recombinant VHR phosphatase, pNPP absorbance; inhibition, % at 13.3 µM; 290,000 compounds, 0.52% hits; AID 1654; in the data active = inhibition above about 50%; note: some compounds called inactive have numbers as strong as hits
Target sequence (P51452 whole entry, looked up): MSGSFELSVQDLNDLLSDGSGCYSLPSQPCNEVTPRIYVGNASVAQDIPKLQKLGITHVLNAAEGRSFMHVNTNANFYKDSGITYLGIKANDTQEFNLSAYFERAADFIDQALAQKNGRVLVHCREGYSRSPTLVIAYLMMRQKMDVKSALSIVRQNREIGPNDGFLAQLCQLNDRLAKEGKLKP
MazEF act: activators of E. coli MazEF toxin-antitoxin RNase. 350,000 compounds, 0.32% hits. activation, % at 20 µM. FAM/BHQ RNA-DNA oligo cleavage fluorescence, 5 h. P0AE70. AID 504720; in the data active = activation above about 50%
Target sequence (P0AE70 whole entry, looked up): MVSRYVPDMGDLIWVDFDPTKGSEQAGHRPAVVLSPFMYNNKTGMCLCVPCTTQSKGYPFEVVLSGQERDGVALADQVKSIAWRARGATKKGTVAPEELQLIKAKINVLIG
SARS 3CLpro inh: SARS-CoV 3CLpro protease inhibition | recombinant SARS-CoV 3CLpro, quenched FRET peptide cleavage | 290,000 compounds, 0.14% hits | inhibition, % at 6 µM; in the data active = inhibition above about 12%
Rv3671c protease: Rv3671c (M. tuberculosis) protease inhibition; 320,000 compounds, 0.048% hits; P9WHR9; inhibition, % at 5.96 µM; in the data active = inhibition above about 38%;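 note: extracellular domain of Rv3671c used as enzyme; 0% = enzyme with DMSO and 100% = no enzyme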
FBA Mtb inh: inhibits M. tuberculosis FBA enzyme. purified M. tuberculosis FBA, fluorescence read-out. inhibition, % at 1 µM. 360,000 compounds, 2.3% hits; in the data active = inhibition above about 27%;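 note: 0% = vehicle and 100% = reference inhibitor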
Target sequence (P9WQA3 whole entry, looked up): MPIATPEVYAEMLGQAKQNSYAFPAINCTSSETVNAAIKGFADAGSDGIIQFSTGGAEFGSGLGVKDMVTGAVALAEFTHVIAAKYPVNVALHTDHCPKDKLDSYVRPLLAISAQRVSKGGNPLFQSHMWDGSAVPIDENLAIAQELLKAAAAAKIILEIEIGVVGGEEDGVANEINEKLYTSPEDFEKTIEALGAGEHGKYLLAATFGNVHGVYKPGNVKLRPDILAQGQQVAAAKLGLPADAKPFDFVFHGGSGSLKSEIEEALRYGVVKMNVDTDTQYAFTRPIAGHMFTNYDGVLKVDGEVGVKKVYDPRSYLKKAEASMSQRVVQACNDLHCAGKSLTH
PriA SSB inh: blocks PriA binding to SSB C-terminal tail; 430,000 compounds, 0.6% hits; inhibition, % at 33 µM; AlphaScreen SSBct-PriA binding, biotinylated peptide; in the data active = inhibition mostly above about 37%, no sharp cut-off; inactive = mostly below about 20%;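 note: plate controls were negative control peptide for no effect and reference peptide for full effect; strong numbers were not always called active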
Vc quorum ag: induces V. cholerae light production without autoinducers | activation, % at 18.7 µM | AID 588436 | V. cholerae BH1578 lux reporter, luminescence, 6 h | 350,000 compounds, 0.16% hits; in the data active = activation mostly above about 9.7%, no sharp cut-off; note: not every result past the cut was called active; inactives centre near 0; reference of the scale not given here
UGM FP inh: Mtb UDP-galactopyranose mutase inhibition; P9WIQ1; purified UGM, fluorescence polarization probe displacement; inhibition, % at 10 µM; 320,000 compounds, 0.06% hits; AID 504406; in the data active = inhibition above about 10%, passing the limit was not always enough
Target sequence (P9WIQ1 whole entry, looked up): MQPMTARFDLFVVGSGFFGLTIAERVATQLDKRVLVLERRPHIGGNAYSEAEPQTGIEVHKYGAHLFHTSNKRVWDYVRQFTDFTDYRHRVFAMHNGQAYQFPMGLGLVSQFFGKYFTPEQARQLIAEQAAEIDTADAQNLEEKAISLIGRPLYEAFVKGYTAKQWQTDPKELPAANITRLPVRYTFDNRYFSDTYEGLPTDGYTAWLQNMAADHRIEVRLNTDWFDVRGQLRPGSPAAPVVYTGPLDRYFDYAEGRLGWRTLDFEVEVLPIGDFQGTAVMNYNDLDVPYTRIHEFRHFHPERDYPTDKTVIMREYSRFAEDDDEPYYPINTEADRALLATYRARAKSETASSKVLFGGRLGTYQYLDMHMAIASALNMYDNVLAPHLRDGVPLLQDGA
GDH-TPI inh: inhibits GDH-TPI coupling enzymes, artifact for Mtb FBA screen; GDH-TPI coupled enzyme counterscreen, NADH absorbance; inhibition, % at 4.8 µM; 360,000 compounds, 1.2% hits; in the data active = inhibition above about 30%;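 note: 0% = DMSO wells and 100% = wells lacking the enzyme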
* hit, by the source's call; i = inactive; . = not tested or not shown.

SMILES	Mtb BioA inh	VHR inh abs	MazEF act	SARS 3CLpro inh	Rv3671c protease	FBA Mtb inh	PriA SSB inh	Vc quorum ag	UGM FP inh	GDH-TPI inh
O=C1CCC[C@@H]2Cc3nc4cc5c(cc4cc3[C@@H]3CCN1[C@H]23)OCO5	1.7	.	-1	.	.	4	-6	i	.	17
Cc1cc(NC(=O)c2cnn3c(C(F)F)cc(C4CC4)nc23)no1	0.4	3	-5	0	0	5	-9	-0.6	-1.7	10
CC(C)c1ccc(OCC(=O)N2CCCCCC2)c(Br)c1	.	5	-5	3	-3	-1	-38	i	0.4	-2
Cc1cccnc1C(NC(=O)C1CCN(CCCOc2ccc(F)cc2)CC1)c1ccccc1 (configuration not stated)	-1.4	.	.	.	.	-3	.	-0.3	.	9
Cc1ccc(C)c(N2CCN(C(=O)CCCn3c(=O)c4cccn4c4cccnc43)CC2)c1	2.6	-9	-6	0	-6	5	4	i	-3.2	17
Cn1c(N)c(C(=O)CSc2nnc(-c3c[nH]c4ccccc34)n2C2CC2)c(=O)[nH]c1=O	-0.7	.	-21	.	1	-2	-3	i	-1.3	2
CCCCNC(=O)CCn1c(=O)c2ccccc2n(CC(=O)NCCc2ccc(OC)c(OC)c2)c1=O	.	30	4	0	8	1	-13	2.4	-4.2	2
CCN(CC)CCOc1ccc2c(c1)C(=NNC(=O)c1ccccn1)c1cc(OCCN(CC)CC)ccc1-2	.	5	-1	-43	-9	0	43*	-0.5	-1.4	5
O=C(Nc1ccccc1)NC1(C(=O)NCc2ccc3c(c2)OCO3)CCCCC1	-4.6	-6	-3	-2	0	1	-13	i	0.9	-3
CCCc1cc(=O)oc2c(CN(CC)CC)c(O)c(Cl)cc12	0.6	-6	2	3	8	.	-4	-0.4	-2.6	23
COc1ccc(-c2nc3ccc(C(=O)N4CCC5(CC4)OCCO5)cc3nc2-c2ccc(OC)cc2)cc1	2.5	2	-5	5	1	7	-26	-1.0	2.1	26
CN1CCN(C(=S)Nc2cccc(Cl)c2)CC1	.	6	-1	-1	-11	1	-1	-0.3	-0.5	0
CCOc1ccccc1NC(=O)CSCC(=O)Nc1ccccc1	.	-13	2	5	-1	1	-12	-0.4	3.0	13
COc1cc(-c2nnc(-c3ccncc3)o2)ccc1OCc1ccccc1	1.0	24	22	-3	-3	3	-8	-0.7	-0.4	-6
Cc1ccc(C)c(Oc2coc3cc(OCC(=O)Nc4ccccc4C(C)C)ccc3c2=O)c1	.	-2	.	-1	-22	.	.	.	0.4	.
Cc1nc(Cc2nnc(SCC(=O)Nc3c(C)cccc3C)o2)cs1	.	.	0	.	1	6	8	-11	0.4	5
Cc1ccc(NC(=O)c2ccc(CSc3nnc(C)s3)cc2)cc1	-0.7	0	-7	-1	-8	3	-16	i	-3.1	6
CCOc1ccccc1-n1c(CNc2ccc(F)cc2)nnc1SCC(=O)NCc1ccco1	0.2	0	-10	-3	14	-1	6	i	-1.5	-1
CCCCc1c(C)nc2c(OC)cccc2c1SCCC(=O)O	.	7	0	-1	2	9	-7	i	3.5	8
CN(C)CCCNc1nc2sc3c(c2c(=O)n1CCc1ccccc1)CCCCC3	.	17	15	4	5	1	7	-0.3	1.7	15

Part of the list above in order of length of the SMILES, falling.
SMILES	Mtb BioA inh	VHR inh abs	MazEF act	SARS 3CLpro inh	Rv3671c protease	FBA Mtb inh	PriA SSB inh	Vc quorum ag	UGM FP inh	GDH-TPI inh
CCN(CC)CCOc1ccc2c(c1)C(=NNC(=O)c1ccccn1)c1cc(OCCN(CC)CC)ccc1-2	.	5	-1	-43	-9	0	43*	-0.5	-1.4	5
Cn1c(N)c(C(=O)CSc2nnc(-c3c[nH]c4ccccc34)n2C2CC2)c(=O)[nH]c1=O	-0.7	.	-21	.	1	-2	-3	i	-1.3	2
O=C1CCC[C@@H]2Cc3nc4cc5c(cc4cc3[C@@H]3CCN1[C@H]23)OCO5	1.7	.	-1	.	.	4	-6	i	.	17
Cc1cccnc1C(NC(=O)C1CCN(CCCOc2ccc(F)cc2)CC1)c1ccccc1 (configuration not stated)	-1.4	.	.	.	.	-3	.	-0.3	.	9
CN(C)CCCNc1nc2sc3c(c2c(=O)n1CCc1ccccc1)CCCCC3	.	17	15	4	5	1	7	-0.3	1.7	15
CCCCc1c(C)nc2c(OC)cccc2c1SCCC(=O)O	.	7	0	-1	2	9	-7	i	3.5	8

(further entries)
SMILES	Mtb BioA inh	VHR inh abs	MazEF act	SARS 3CLpro inh	Rv3671c protease	FBA Mtb inh	PriA SSB inh	Vc quorum ag	UGM FP inh	GDH-TPI inh
CC12CCC(C(=O)N(CC(O)CN3CCN(Cc4ccccc4)CC3)C1=O)C2(C)C (configuration not stated)	-1.6	-7	7	0	1	0	-10	0.0	-2.5	6
COc1ccc([C@H]2/C=C\CN(C(=O)c3ccc(C)cc3)[C@@H](C)C(=O)N2Cc2ccc(F)cc2)cc1	-0.5	.	4	.	-3	2	-11	i	-1.2	7
COc1ccc(/C=N/NC(=O)CCOc2ccccc2C)cc1OC	.	45	3	1	13	1	.	-0.3	0.4	4
COc1cc(NC(=O)Nc2cccc3cccnc23)cc(OC)c1OC	1.2	-22	3	0	.	1	17	-0.2	0.8	17
CC(C)(O)[C@@H]1CC(=O)[C@]2(C)[C@H](CC[C@@]3(C)[C@H](c4ccoc4)OC(=O)[C@H]4O[C@]432)[C@@]1(C)/C=C\C(=O)O	-0.7	.	4	.	8	-1	-17	i	0.2	14
Cc1cc(C)cc(C(=O)NC(=S)Nc2ccc(-c3cc4ccccc4oc3=O)cc2)c1	-2.3	18	3	3	-7	-2	-2	-0.2	0.5	4
Cc1nn(Cc2ccccc2)c(C)c1C(=O)OCC(=O)Nc1cccc(S(N)(=O)=O)c1	.	17	11	1	-6	0	-5	-0.4	3.5	2
COCCNC(=O)c1ccccc1NC(=O)CN(c1ccc2c(c1)OCO2)S(C)(=O)=O	-0.5	10	-4	2	8	1	-7	i	1.5	8
S=c1[nH]cc(Oc2ccc(Cl)cc2Cl)c(=S)[nH]1	0.6	.	-18	.	.	-2	10	-0.1	.	11
O=C(NCCN1CCOCC1)c1ccccc1-c1ccccc1	0.3	16	-6	-1	4	4	-2	-0.4	-2.2	13
N#Cc1ccccc1NC(=S)Nc1ccc(F)cc1	.	15	-2	-4	5	1	-6	-0.2	3.6	2
NS(=O)(=O)c1ccc(NC(=O)COC(=O)c2cn(-c3ccccc3)nc2-c2ccc(F)cc2)cc1	.	2	-4	-3	-54	2	1	-0.3	0.1	10
O=C(NCC1CCCO1)c1cccc(NS(=O)(=O)c2ccccc2)c1 (configuration not stated)	.	.	1	.	-8	2	-6	-5.6	1.0	4
CCOC(=O)[C@H]1[C@H]2COc3ccc(C)cc3[C@@H]2N2C(=O)c3ccc(C)cc3NC(=O)[C@@]12C	-0.4	.	-2	.	-10	0	-16	-0.9	1.6	0
COc1ccccc1C(=O)NC(=S)Nc1ccc(NC(=O)c2ccco2)cc1	-0.9	16	0	4	-7	-1	-10	i	0.5	2
Cc1cccc(CNC(=O)C2CCC(=O)N(C3CCCCCC3)C2)c1 (configuration not stated)	-0.2	-11	-1	7	3	-2	-20	-0.8	-0.7	11
COC(=O)/C(N=Nc1c(C)n(C)n(-c2ccccc2)c1=O)=C(\C)O	.	13	7	-4	2	-4	.	i	0.3	5
C=CCN1C(=O)C(CC(=O)O)SC1=Nc1ccc(N=Nc2ccccc2)cc1 (configuration not stated)	0.1	12	2	6	10	-1	16	-0.2	-1.3	63*
COc1cc(Br)c(Br)c(Br)c1N	.	14	0	1	5	0	-14	-0.6	-2.1	0
Cc1nc2ccccc2c(=O)n1/N=C/c1cc(Br)ccc1O	1.4	12	14	2	13	1	.	-5.6	1.1	7
CC1CCN(C(=O)C2CCCN(c3ncnc4c3nc3n4CCCCC3)C2)CC1 (configuration not stated)	1.8	8	10	-3	-2	0	-6	0.5	-1.2	-8
CC1(C)C(=O)Nc2ccccc2N1C(=O)COC(=O)Cc1ccc(Cl)c(Cl)c1	0.6	.	4	.	-2	2	4	3.2	-1.9	5
CCN(CC)C(=O)CC(c1cc(OC)c(OC)c(OC)c1)c1c(OC)cc(OC)c2c(-c3ccccc3)cc(=O)oc12 (configuration not stated)	-1.5	22	2	.	9	-2	12	i	-3.1	11
Cc1nc2ccccn2c1-c1ccnc(=S)[nH]1	.	20	-6	-2	-7	1	-6	-0.7	1.0	5
Cc1ccccc1C(=O)NC(=S)Nc1ccc(N2CCOCC2)cc1	-0.4	23	0	4	-6	-2	9	-0.2	2.1	-7
CCn1c(/C=C/c2ccc(O)cc2)nc2ccccc2c1=O	-0.7	8	1	-1	-4	3	-15	0.8	0.6	20
CCOc1ccc2nc(-c3ccccc3)[nH]c2c1	.	7	7	-1	6	189*	-13	-1.7	-0.8	2
COc1cccc(C(=O)NC(=S)Nc2ccc3c4c(cccc24)CC3)c1	-2.2	1	1	2	-19	10	-8	i	-2.8	12
COC(=O)c1c[nH]n2c(=O)cc(C)nc12	-0.2	-4	0	1	-3	1	-9	-0.2	-3.5	-1
CCc1sc(NS(C)(=O)=O)nc1-c1ccccc1	0.8	32	9	2	0	-4	0	-1.2	2.0	3
Cc1ccc(CN2C(=O)CCC2C(=O)NCCN2CCOCC2)cc1 (configuration not stated)	-1.5	24	6	1	-6	0	-16	-0.2	2.5	-2
c1ccc(COc2ccc(-c3cc4nc(NCCN5CCOCC5)ccn4n3)cc2)cc1	-1.1	.	.	.	.	6	.	4.0	.	11
COc1cccc(-n2c(SCC(=O)N3c4ccccc4CC3C)nnc2-c2ccco2)c1 (configuration not stated)	-2.3	6	2	4	13	5	16	.	-1.9	-11
Cc1ccnc(NS(=O)(=O)c2ccc(NC(=O)c3ccc(Cl)cc3[N+](=O)[O-])cc2)n1	-1.1	35	-19	2	.	1	-4	i	1.0	22
CCOc1cc(/C=C2/SC(=S)N(CC(=O)O)C2=O)ccc1OC(=O)c1cccs1	3.4	-12	-10	4	-8	3	13	-0.6	-3.7	41*
CC(=O)Nc1ccc(NC(=O)CSc2nnc(C)n2-c2ccccc2)cc1	-0.8	-28	1	-2	0	1	-7	0.8	-2.9	-11
CN1CCN(C(=O)CCS(=O)(=O)c2cc3c(cc2Cl)NC(=O)CO3)CC1	3.8	-22	5	-3	-5	6	1	0.9	1.3	14
CC1CC(C)CN(c2ccc([N+](=O)[O-])cc2-c2nn[nH]n2)C1 (configuration not stated)	1.9	1	-3	3	-9	-15	-10	-0.4	3.9	19
CC(=O)Oc1ccc2ccccc2c1C(NC(=O)C(C)C)c1cccc([N+](=O)[O-])c1 (configuration not stated)	0.5	19	1	3	-8	4	3	-6.7	-1.6	8
COc1ccc(NC(=O)Nc2ccc(Br)cn2)cc1	.	25	-12	1	0	-1	-9	.	1.2	6
CC(C)c1ccc(N2C(=O)CC(NNC(=O)c3cccnc3)C2=O)cc1 (configuration not stated)	-0.9	4	-5	-3	-1	2	-1	-0.6	-2.1	-1
O=C(NC1CCN(S(=O)(=O)c2ccc(F)cc2)CC1)c1cccnc1	2.2	24	8	-9	3	-5	-3	-0.7	-1.8	-5
O=C1CN(C(=O)c2cc3ccccc3oc2=O)C(c2ccc(F)cc2)c2cc(F)ccc2N1 (configuration not stated)	0.5	19	-1	4	-4	3	-7	0.4	-2.9	1
C=CCn1c(SCC(=O)NCC2CCCO2)nnc1C1CCCCC1 (configuration not stated)	-0.4	-15	1	7	7	-5	-5	i	1.8	-1
COc1cc(C(=O)N2CCN(C(=O)c3cc(-c4ccc(Br)cc4)n[nH]3)CC2)cc(OC)c1OC	2.4	4	8	7	5	-2	-8	i	0.8	5
CC(=O)Nc1ccc(OC(=O)COc2ccc(Br)cc2)cc1	-1.2	-5	4	-3	3	2	2	i	-1.0	2
COc1ccc(NC(C)=O)cc1NC(=O)c1c(C)noc1C	-1.5	.	5	.	.	-2	.	i	.	-2
Cn1nc(C(=O)N2CCOCC2)c([N+](=O)[O-])c1C(=O)N1CCOCC1	.	-2	0	-1	-9	-3	-20	i	0.2	-2
O=C(COc1nncc2ccccc12)NCCC1=CCCCC1	-1.8	10	3	-2	6	1	-14	-5.9	-0.9	-13
Cc1ccc2nc3c(cc2c1)CC1(C(=O)N(C)C(=O)N(C)C1=O)C1COCCN31 (configuration not stated)	-0.6	4	1	5	-6	7	-19	-0.2	-1.2	-2

An excerpt; the hit share may differ from the screen's.
